Mito fusion yeast: mitochondrial division inhibition or fusion activation; S. cerevisiae fusion-defective mutant growth rescue, CellTiterGlo 48 h; Potency, µM (top dose mostly 46.1 µM), for inactives: top-dose growth rescue (activation), usual class: activators; 0.23% of 320,000 active;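 also: potency is read from the fitted curve at half-maximal effect; % of control where 0% means no effect; nearly all actives have a fitted effect of over 45% in size; temperature-sensitive fusion mutants such as fzo1-1 at 37 °C on non-fermentable ethanol glycerol medium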
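Compounds are tested for their ability to restore growth of mitochondrial fusion-defective yeast strains at non-permissive 37C in YPEG medium over 48 hours. Viability is quantified by luciferase luminescence.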
NPC1 prom act: activates the NPC1 promoter | Potency, µM (doses to about 9.22 µM), without a hit: at the top dose activation, actives largely listed as activators | Huh7 NPC1 promoter luciferase reporter, 24 h | 2.4% of 320,000 active;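 also: potency is read from the fitted curve at half-maximal effect; % of control where 0% means no effect; nearly all actives have a fitted effect of over 60% in size; reporter is driven by a mutant NPC1 promoter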
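Luminescence read-out of NPC1 promoter-driven luciferase in stably transfected Huh7 cells; compounds delivered in DMSO and left 24 h at 37C, 5% CO2, qHTS titration format.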
ELG1 repair inh: ELG1-dependent DNA repair inhibition. HEK293T ELG1-luciferase reporter, luminescence, 16 h; DNA damage induced by 5-fluorouridine. Potency, µM (doses to about 46.1 µM), inactives show at the highest dose activity change, negative = inhibition, usual class: inhibitors. 2.3% of 330,000 active; also: potency is read from the fitted curve at half-maximal effect; % is scaled to controls: 0 for no effect and ±100 for the full control effect; nearly all actives have a fitted effect of over 55% in size
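Overnight (16 hr) co-exposure of 2,000 cells/well to 5-fluorouridine and compound at 37 °C preceded detection. Luciferase was quantified via ONE-Glo luminescence; loss of signal denotes inhibition.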
Menin-MLL TR inh: displaces Texas Red mutant MLL peptide from human menin | O00255 | Menin + Texas Red MLL mutant peptide, fluorescence polarization | Potency, µM (doses to about 61.6 µM), for the others: top-dose FP activity change, negative = inhibition, actives largely listed as inhibitors | 0.23% of 270,000 active | AID 1768; active = well fitted inhibition curve with a large enough effect in the polarisation, with a control signal flat, not every such curve was filed as active; inconclusive = small, poorly fitted or top-dose-only effect, or effect the other way, or a change in a side signal; inactive = no such curve, though single readings can be large or run the other way; the % refers to the polarisation; also: potency is read from the fitted curve at half-maximal effect; % of control where 0% means no effect; many of its hits are not listed in these tables
Target sequence (O00255 whole entry, looked up): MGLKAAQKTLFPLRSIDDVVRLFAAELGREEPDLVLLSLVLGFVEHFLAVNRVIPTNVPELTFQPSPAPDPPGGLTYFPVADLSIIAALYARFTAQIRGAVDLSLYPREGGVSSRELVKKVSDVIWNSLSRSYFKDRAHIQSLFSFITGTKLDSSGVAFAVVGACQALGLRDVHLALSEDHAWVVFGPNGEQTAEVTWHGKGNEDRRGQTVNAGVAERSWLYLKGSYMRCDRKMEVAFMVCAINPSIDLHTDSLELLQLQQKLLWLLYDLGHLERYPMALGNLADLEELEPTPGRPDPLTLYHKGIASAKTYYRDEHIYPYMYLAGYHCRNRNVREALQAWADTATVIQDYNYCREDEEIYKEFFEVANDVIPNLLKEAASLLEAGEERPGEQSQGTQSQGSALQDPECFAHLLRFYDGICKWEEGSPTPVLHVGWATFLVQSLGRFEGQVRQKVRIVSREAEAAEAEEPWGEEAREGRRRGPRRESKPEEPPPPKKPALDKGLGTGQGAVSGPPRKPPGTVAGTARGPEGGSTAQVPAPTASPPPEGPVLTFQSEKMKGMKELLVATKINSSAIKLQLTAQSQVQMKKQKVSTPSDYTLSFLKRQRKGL
RORg inh: ROR gamma (mouse) transcription inhibition | P51450 | Drosophila S2 Gal4-RORgamma UAS-luciferase reporter, 20 h | Potency, µM (top dose mostly 53.6 µM), for the others: at the top dose activity change, negative = inhibition, hits mostly inhibitors | 5.4% of 310,000 active; also: potency is read from the fitted curve at half-maximal effect; % is scaled to controls: 0 for no effect and ±100 for the full control effect; nearly all actives have a fitted effect of over 60% in size
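Stably transfected Drosophila Schneider cells are the test system, with ROR gamma fused to Gal4 and luciferase under UAS control; luminescence is read after 20 hr of 700 uM copper sulfate induction at ambient temperature.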
Gal4-VP16 FLuc: inhibits Gal4-VP16 luciferase reporter, ROR gamma counter-screen | Potency, µM (titrated, usually from 53.6 µM), inactives show at the highest dose activity, negative = inhibition, actives largely listed as inhibitors | Drosophila S2 Gal4-VP16 UAS-luciferase, luminescence, 20 h | AID 2546 | 3.5% of 310,000 active;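 also: Gal4-VP16 expression switched on by copper sulfate through the metallothionein promoter; potency is read from the fitted curve at half-maximal effect; % is scaled to controls: 0 for no effect and ±100 for the full control effect; nearly all actives have a fitted effect of over 50% in size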
KCNH2 3.1 block: blocks the human KCNH2 3.1 channel isoform | AID 720553 | 0.95% of 340,000 active | U2OS KCNH2 3.1, thallium flux FluxOr; hits give low values | activity change, % (tested at about 1.8 µM);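 active = maximum activity change below -70%; inconclusive = maximum activity change from -70% to -50%; inactive = maximum activity change above -50%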;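 also: thallium influx rate constant from kinetic fluorescence after stimulation buffer; % is scaled to controls: 0 for no effect and ±100 for the full control effect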
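Channel expression came from 3.1 mutant virus (1.77 x 10^8 /mL) applied to suspended U2OS cells for 4 h. Flux was tracked with FluxOr dye plus Red40 quencher, and kinetic rate constants normalized to controls.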
PKM2 activator: activators of human pyruvate kinase M2. P14618. purified PKM2, Kinase-Glo ATP luminescence, activation; response scale: 0% is enzyme alone, no compound. Potency, µM (top dose mostly 57.5 µM), for inactives: at the highest dose activation, most hits filed as activators. 0.34% of 260,000 active. AID 1631; also: potency is read from the fitted curve at half-maximal effect; % is scaled to controls: 0 for no effect and ±100 for the full control effect; nearly all actives have a fitted effect of over 55% in size
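Purified hPK-M2 (>95%) run at intermediate activity with 0.1 mM ADP and 0.5 mM PEP in 50 mM imidazole pH 7.2, KCl, MgCl2; 1 h room temperature. ATP formed read by Kinase-Glo luminescence; normalized to uninhibited and no-enzyme controls.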
MBNL1-CUG inh: blocks human MBNL1 binding to CUG repeat RNA; Q9NR56; TR-FRET MBNL1-His/biotin-(CUG)12 binding, 665/545 ratio; Potency, µM (highest dose often 57.5 µM), inactives show top-dose activity change, negative = inhibition, most hits filed as inhibitors; 0.036% of 280,000 active; active = well fitted inhibition curve with a large enough effect in the signal ratio, with a control signal flat, not every such curve was filed as active; inconclusive = small, poorly fitted or top-dose-only effect, or effect the other way, or a change in a side signal; inactive = no such curve, though single readings can be large or run the other way; the % refers to the signal ratio; also: potency is read from the fitted curve at half-maximal effect; % is scaled to controls: 0 for no effect and ±100 for the full control effect
Target sequence (Q9NR56 whole entry, looked up): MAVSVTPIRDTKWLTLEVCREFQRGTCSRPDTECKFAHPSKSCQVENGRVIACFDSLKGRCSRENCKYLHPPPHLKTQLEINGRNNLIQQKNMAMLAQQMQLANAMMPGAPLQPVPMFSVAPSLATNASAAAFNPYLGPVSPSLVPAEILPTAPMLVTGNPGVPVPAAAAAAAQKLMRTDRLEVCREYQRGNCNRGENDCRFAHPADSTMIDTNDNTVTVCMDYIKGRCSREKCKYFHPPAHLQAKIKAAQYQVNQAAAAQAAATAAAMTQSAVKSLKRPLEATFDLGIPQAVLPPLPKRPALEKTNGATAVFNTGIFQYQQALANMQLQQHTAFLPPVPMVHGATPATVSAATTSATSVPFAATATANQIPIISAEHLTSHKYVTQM
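MBNL1-His + Biotin-(CUG)12, cpd titration 92 nM–58 uM; Tb anti-His Ab 0.055 ng/ul, SA-XL665 5 nM (final); 60 min RT; ratiometric 665/545 nm, Ex 340 nm; normalized to buffer and full-complex controls.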
FLuc counter: firefly luciferase modulation, counter-screen for miR-21 project; 6.9% of 360,000 active; P08659; purified FLuc, Km substrates, luminescence inhibition; Potency, µM (highest dose often 57.5 µM), for the others: at the top dose activity change, negative = inhibition, usual class: inhibitors;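 also: potency is read from the fitted curve at half-maximal effect; plate controls were vehicle for no effect and reference inhibitor for full effect; nearly all actives have a fitted effect of over 55% in size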
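Purified P. pyralis luciferase, 10 nM final, with Km-level 10 uM D-luciferin and 10 uM ATP in 50 mM Tris acetate pH 7.5, 10 mM Mg acetate, 0.01% Tween-20, 0.05% BSA; 6-point qHTS titration about 60 µM downward; luminescence read.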
Rab9 promoter act: Rab9 promoter activation | Huh7 Rab9 promoter-luciferase reporter, luminescence, 24 h | Potency, µM (doses to about 9.22 µM), for the others: at the highest dose activation, negative = inhibition, actives largely listed as activators | 2.8% of 320,000 active | AID 485297; also: potency is read from the fitted curve at half-maximal effect; % of control where 0% means no effect; nearly all actives have a fitted effect of over 60% in size
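Huh7 reporter line, Rab9 promoter upstream of luciferase. Compound exposure 24 h at 37 °C in reduced-serum medium with 10% FBS. Read-out: luminescence.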
* marks the source's active call; other numbers are inactive results; ? = inconclusive; nt = not tested or not shown. Unless noted, calls follow the shape of the dose curve; as a rule, active = well fitted curve in the direction sought with a large enough effect; inconclusive = small, poorly fitted or top-dose-only effect, or another doubt; inactive = no such curve, though single readings can be large; an effect the other way counts as inactive or inconclusive.

item	SMILES	KCNH2 3.1 block	RORg inh	NPC1 prom act	Rab9 promoter act	FLuc counter	Mito fusion yeast
1	O=C(Nc1nc2nc(-c3ccccc3)cc(=O)n2[nH]1)c1ccccc1	4	5%	-1%	1%	-17%	-11%
2	Cc1csc(NC(=O)c2cccs2)n1	-9	18%	?	?	?	6%
3	CC(=O)N1CCc2cc(S(=O)(=O)Nc3ccc(C)cc3)ccc21	-5	?	2%	-6%	-2%	11%
4	Cc1ccc(C)c2c3c([nH]c12)-c1nonc1CC3	4	-13%	-1%	-3%	4%	0%
5	CC1CCCN(C(=O)Cn2nnc(-c3ccc(N(C)C)cc3)n2)C1 (centres undefined)	-3	21%	0%	0%	?	2%
6	CCCCn1c(-c2ccc(Br)cc2F)nc2c1c(=O)[nH]c(=O)n2CC(C)C	9	6%	-4%	0%	3%	10%
7	COCCCNC(=O)Cn1ncc2ccsc2c1=O	10	-13%	-1%	3%	6%	-1%
8	Cc1sc(NC(=S)NC(=O)c2ccco2)c(C(N)=O)c1C	18	-4%	?	?	?	-11%
9	O=C(O)Cc1csc(-c2ccccc2)n1	23	11%	-3%	-1%	-16%	0%
10	CCS(=O)(=O)N1Cc2ccccc2CC1C(=O)Nc1ncc(C)s1 (centres undefined)	0	-45%	26%	?	?	-5%
11	CCOc1ccc(-n2nnc3c(=O)n(CC(=O)NCc4ccco4)cnc32)cc1	12	39%	0%	9%	2%	0%
12	CCOC(=O)CNC(=O)CSc1ccc(-c2nc3ccccc3[nH]2)cn1	-3	?	-2%	0%	?	2%
13	CCc1cc2c(N[C@@H](C)C(=O)O)ncnc2s1	1	-3%	-11%	24%	12%	?
14	O=C(CN1C(=O)c2ccccc2C1=O)NCC(=O)OCC(=O)c1ccc(Br)cc1	nt	-3%	-2%	-1%	0%	0%
15	N#C/C(=C\c1ccccc1[N+](=O)[O-])c1nc(C2CC2)cs1	nt	22%	-3%	-1%	?	20µM*

item	MBNL1-CUG inh	Gal4-VP16 FLuc	PKM2 activator	Menin-MLL TR inh	ELG1 repair inh
1	2%	-5%	-3%	nt	-1%
2	3%	-8%	-11%	4%	?
3	-4%	-23%	nt	15%	-8%
4	7%	-12%	-2%	1%	-10%
5	0%	-12%	-7%	7%	14%
6	9%	-10%	nt	nt	?
7	8%	10%	7%	4%	4%
8	-3%	7%	0%	1%	?
9	2%	3%	0%	-29%	9%
10	-2%	-12%	?	8%	?
11	0%	-6%	3%	nt	4%
12	-6%	13%	-2%	-3%	1%
13	-15%	0%	17%	19%	?
14	-2%	0%	-4%	-2%	3%
15	?	-19%	3%	15%	?

Continuation.
item	SMILES	KCNH2 3.1 block	RORg inh	NPC1 prom act	Rab9 promoter act	FLuc counter	Mito fusion yeast
16	COc1cccc(CC(=O)Nc2ccccc2N2CCCC2)c1	-18	14%	-1%	0%	-1%	1%
17	CC(C)c1ccc(C(C)NC(=S)NC2CCCCC2)cc1 (centres undefined)	-20	1.4µM*	-5%	-9%	0%	-10%
18	CCCCOc1ccc2ccccc2c1C=O	5	0%	20%	20%	21µM*	0%
19	Cc1ccc(OCCSc2nc(NC(C)C)nc(NC(C)C)n2)cc1	-76*	?	-5%	-5%	3%	9%
20	COc1ccccc1C1/C(=C(/O)c2ccc(OC(C)C)cc2)C(=O)C(=O)N1c1cc(C)on1 (centres undefined)	-32	5%	-1%	16%	3%	-2%
21	N#Cc1ccccc1OCC(=O)NC(=O)NC1CCS(=O)(=O)C1 (centres undefined)	7	nt	24%	?	?	-3%
22	O=C(COC(=O)C12CC3CC(CC(O)(C3)C1)C2)Nc1ccccc1OC(F)F	14	-25%	7%	-4%	?	-3%
23	O=S(=O)(Nc1nc2ccccc2nc1Cl)c1ccc(Cl)cc1	0	?	0%	-3%	-2%	26%
24	C#CCOC(=O)c1csc2nnsc12	2	?	-3%	9%	?	-6%
25	CC1=C(C(N)=O)C(c2ccccc2F)NC(=O)N1 (centres undefined)	-3	-35%	2%	-1%	-3%	-2%
26	O=C(COC(=O)c1cccc(Cl)c1)NC1CCS(=O)(=O)C1 (centres undefined)	-15	nt	-2%	0%	nt	0%
27	CCCn1nc2cc(C(=O)NCc3ccc(C)cc3)ccc2c1OC	8	15%	-2%	2%	-3%	-6%
28	O=C(NNS(=O)(=O)c1ccc2ccccc2c1)c1cccnc1	7	21%	-7%	-5%	3%	-11%
29	Cc1nc2c(C)cccn2c1/C(O)=C1\C(=O)C(=O)N(CCN(C)C)C1c1ccccc1 (centres undefined)	-12	-15%	0%	-2%	-2%	-2%
30	CCCCN(C1CCS(=O)(=O)C1)S(=O)(=O)c1ccc(C(C)C)cc1 (centres undefined)	11	nt	-3%	-7%	5%	-6%

item	MBNL1-CUG inh	Gal4-VP16 FLuc	PKM2 activator	Menin-MLL TR inh	ELG1 repair inh
16	0%	0%	-11%	nt	2%
17	-4%	2.8µM*	2%	-6%	0%
18	22%	-2%	0%	-11%	?
19	-1%	?	8%	-2%	-2%
20	?	4%	-6%	5%	-18%
21	nt	nt	nt	nt	?
22	-18%	-19%	24%	1%	-1%
23	19%	-8%	5%	17%	?
24	5%	-2%	?	4%	24%
25	-1%	9%	-16%	0%	?
26	nt	nt	nt	nt	11%
27	6%	-2%	-7%	-5%	-5%
28	-7%	-7%	6%	-6%	-11%
29	-4%	-6%	0%	nt	8%
30	nt	nt	nt	nt	9%

Later entries.
item	SMILES	KCNH2 3.1 block	RORg inh	NPC1 prom act	Rab9 promoter act	FLuc counter	Mito fusion yeast
31	O=C(NC1CCCCC1)C(c1ccco1)N(C(=O)C(F)(F)F)C1CC1 (centres undefined)	1	-9%	-1%	4%	0%	5%
32	COc1ccc(S(=O)(=O)N2CCCCC2)cc1NC(=O)CNc1ccccc1N1CCCC1=O	-3	nt	-6%	0%	nt	-5%
33	CCOc1ccc(NC(=O)CSc2nnc(CNC(=O)c3cccs3)o2)cc1	-30	-10%	-1%	0%	-6%	1%
34	CSCC[C@H](NC(=O)N1CCn2c1nc1ccccc12)C(=O)NCc1ccc(C)cc1	1	-6%	-6%	-10%	1%	2%
35	CCCC(=O)N1CCN(Cc2ccc3c(c2)OCO3)CC1	-4	-17%	1%	-4%	0%	1%
36	CC(C)c1ccc(NC(=O)CCCN2C(=O)NC(C)(C)C2=O)cc1	11	nt	-2%	-2%	-1%	-3%

item	MBNL1-CUG inh	Gal4-VP16 FLuc	PKM2 activator	Menin-MLL TR inh	ELG1 repair inh
31	?	8%	0%	2%	15%
32	nt	nt	nt	nt	1%
33	-3%	-5%	nt	nt	1%
34	0%	-9%	nt	nt	-5%
35	-7%	-21%	-3%	9%	-4%
36	nt	nt	nt	nt	-1%

Part of the list above, limited to KCNH2 3.1 block, ELG1 repair inh and RORg inh.
nr	compound	KCNH2 3.1 block	ELG1 repair inh	RORg inh
20	COc1ccccc1C1/C(=C(/O)c2ccc(OC(C)C)cc2)C(=O)C(=O)N1c1cc(C)on1 (centres undefined)	-32	-18%	5%
21	N#Cc1ccccc1OCC(=O)NC(=O)NC1CCS(=O)(=O)C1 (centres undefined)	7	?	nt
22	O=C(COC(=O)C12CC3CC(CC(O)(C3)C1)C2)Nc1ccccc1OC(F)F	14	-1%	-25%
23	O=S(=O)(Nc1nc2ccccc2nc1Cl)c1ccc(Cl)cc1	0	?	?
24	C#CCOC(=O)c1csc2nnsc12	2	24%	?

Some of the entries so far, as labelled records:
(33) CCOc1ccc(NC(=O)CSc2nnc(CNC(=O)c3cccs3)o2)cc1
  KCNH2 3.1 block = -30 | RORg inh = -10% | NPC1 prom act = -1% | Rab9 promoter act = 0% | FLuc counter = -6% | Mito fusion yeast = 1% | MBNL1-CUG inh = -3% | Gal4-VP16 FLuc = -5% | PKM2 activator = nt | Menin-MLL TR inh = nt | ELG1 repair inh = 1%

(34) CSCC[C@H](NC(=O)N1CCn2c1nc1ccccc12)C(=O)NCc1ccc(C)cc1
  KCNH2 3.1 block = 1 | RORg inh = -6% | NPC1 prom act = -6% | Rab9 promoter act = -10% | FLuc counter = 1% | Mito fusion yeast = 2% | MBNL1-CUG inh = 0% | Gal4-VP16 FLuc = -9% | PKM2 activator = nt | Menin-MLL TR inh = nt | ELG1 repair inh = -5%

From PubChem

These rows are one share of the data. The share of hits here may be higher or lower than overall.
